# C-LANA FP – blocks KSHV LANA C-terminal domain binding to DNA; MBP-C-LANA/FAM-LBS DNA binding, fluorescence polarization; inhibition, % at 9 µM; 340,000 compounds, 0.078% hits; AID 504423;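 active means highest replicate inhibition at or above 60% at 9 µM, even if other replicates fall short; inactive means all replicates below 60% inhibition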;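 further: 0% = neutral control wells and 100% = 4 µM acridine orange control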
# Arr AP2 block – human beta-arrestin and AP2 interaction inhibition. FITC-arrestin peptide / GST-AP2 beads, flow cytometry; AP2 beta2 appendage carries R879A mutation. inhibition, % at 10 µM. 340,000 compounds, 0.31% hits;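 active means inhibition above a set limit, near 3 SD of compounds lacking own fluorescence, cut at about 54% in these data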;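 further: plate controls were DMSO wells for no effect and 5 µM unlabelled arrestin peptide for full effect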
#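 System: GST-AP2 R879A bound to glutathione beads, E. coli-expressed. Also added: 50 nM FITC-arrestin peptide. Schedule: compound with beads 12 min RT, then probe 1 h RT. Signal: bead flow cytometry, FITC channel. Read-out basis: percent response.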
# CAL PDZ FP-1 – blocks peptide binding to human CAL PDZ domain | Q9HD26 | purified CAL PDZ, TMR-peptide fluorescence polarization, 1 h | inhibition, % at 20 µM | 330,000 compounds, 0.02% hits | AID 504414;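 active means highest replicate inhibition of at least 40%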;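 further: plate controls were DMSO neutral control wells for no effect and unlabeled competitor peptide control wells for full effect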
#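 Material: tagged CAL PDZ protein CerCALP, purified; buffer or medium: sodium phosphate/NaCl buffer pH 7.4 with TCEP, IgG, Thesit; also added: fluorescent TMR peptide probe; schedule: 1 h incubation at room temperature before polarization reading; technique: fluorescence polarization from S- and P-plane intensities, G-factor corrected; control set: unlabelled peptide and DMSO controls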
# NSD2 inh – inhibitors of human histone methyltransferase NSD2. O96028. NSD2 peptide methylation, AlphaScreen, 120 min. inhibition, % at 12.5 µM. 310,000 compounds, 0.54% hits. AID 743445; in the data active means inhibition above about 50%
# DSG3 Ab inh – human desmoglein-3 autoantibody binding inhibition; DSG3-coupled beads, scFv-anti-DSG3-GFP binding, flow cytometry; hits give low values; binding (percent of control), % at 10 µM; 310,000 compounds, 0.48% hits; AID 588358;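 active means binding more than 3 SD below its plate's average and above zero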;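 further: hits lower antibody fragment binding to DSG3; some compounds called inactive have numbers as strong as hits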
# V-ATPase pH – alters yeast V-ATPase proton transport | 350,000 compounds, 0.37% hits | response, % at 10 µM | AID 504577 | S. cerevisiae, pHLuorin cytosolic pH fluorescence; in the data active means response mostly above about 7.3%, no sharp cut-off; inactive means mostly below about 5.4%; further: actives read high; inactives centre near 0; some compounds called inactive have numbers as strong as hits
# Cardiac RTF inh – cardiac RTF calcium desensitization. IANBD-labeled cardiac RTF, Ca2+ fluorescence. inhibition, % at 7.15 µM. 340,000 compounds, 0.12% hits;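 active means inhibition above the mean inhibition of all tested compounds plus 3 SD, cut at about 17% in these data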;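 further: assay run at fixed EC70 calcium of 1.6 mM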
# CAL PDZ FP-2 – inhibitors of human CAL PDZ peptide binding | 300,000 compounds, 0.92% hits | AID 602252 | Q9HD26 | purified CAL PDZ, TMR-peptide fluorescence polarization, 1 h | inhibition, % at 24.9 µM;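 active means mean inhibition of at least 30% with at least half of replicates also reaching 30%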;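 further: 0% = DMSO neutral control and 100% = excess unlabeled competitor peptide PRC23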
# Keap1-Nrf2 PPI – Keap1-Nrf2 (human) interaction inhibition. Q14145. Keap1 Kelch-Nrf2 peptide fluorescence polarization, 1536-well. inhibition, % at 9.4 µM. 340,000 compounds, 0.15% hits. AID 504523; in the data active means inhibition above about 12%;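 further: human Keap1 Kelch domain with fluorescein labeled Nrf2 9mer peptide probe; 0% = neutral control wells and 100% = peptide positive control; higher means more block of Keap1 binding to Nrf2 peptide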
# DAGLB inhibitor – blocks human DAGLB lipase activity | inhibition, % at 5.17 µM | HEK293T DAGLB membrane lysate, EnzChek fluorogenic substrate | 340,000 compounds, 0.059% hits; in the data active means inhibition above about 34%;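 further: 0% = enzyme with vehicle and 100% = wells lacking enzyme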
# Target sequence (Q8NCG7 whole entry, looked up): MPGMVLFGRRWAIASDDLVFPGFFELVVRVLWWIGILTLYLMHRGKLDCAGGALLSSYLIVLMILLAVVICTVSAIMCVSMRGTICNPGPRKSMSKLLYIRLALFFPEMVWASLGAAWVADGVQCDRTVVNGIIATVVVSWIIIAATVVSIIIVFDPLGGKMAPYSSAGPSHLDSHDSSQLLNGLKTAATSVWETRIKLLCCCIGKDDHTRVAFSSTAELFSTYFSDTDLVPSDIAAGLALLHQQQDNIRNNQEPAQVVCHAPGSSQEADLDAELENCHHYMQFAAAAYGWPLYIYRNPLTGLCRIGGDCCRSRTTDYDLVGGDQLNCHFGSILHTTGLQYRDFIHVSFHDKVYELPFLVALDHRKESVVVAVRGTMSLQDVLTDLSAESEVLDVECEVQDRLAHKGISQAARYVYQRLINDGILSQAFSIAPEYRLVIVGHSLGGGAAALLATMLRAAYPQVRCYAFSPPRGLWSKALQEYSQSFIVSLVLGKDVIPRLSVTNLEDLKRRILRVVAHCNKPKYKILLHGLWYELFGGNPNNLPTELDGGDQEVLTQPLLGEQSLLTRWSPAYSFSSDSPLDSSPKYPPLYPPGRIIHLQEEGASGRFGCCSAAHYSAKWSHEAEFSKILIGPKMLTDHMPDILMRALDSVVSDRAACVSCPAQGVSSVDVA
# * marks the source's active call; other numbers are inactive results; nt = no result given. Not all compounds are listed. The share of hits here may be higher or lower than overall.
# Each structure is followed by: C-LANA FP	Arr AP2 block	CAL PDZ FP-1	NSD2 inh	DSG3 Ab inh	V-ATPase pH	Cardiac RTF inh	CAL PDZ FP-2	Keap1-Nrf2 PPI	DAGLB inhibitor
> Cc1ccc(CNc2ccc3c(c2)ncn3C(C)(C)C)cc1
    0.7	5	0.7	nt	100	6	-20	-1	6	1
> COc1ccccc1N1CCN(C(=O)c2cc3c(s2)CCC3)CC1
    0.7	-17	-0.5	nt	104	0	7	-3	1	4
> COCCN(CCOC)C(=O)Nc1ccc(Cl)cc1
    -0.5	-15	-0.5	14	nt	1	-2	-6	-5	0
> CCN1CCN(C(c2cc3cc4c(cc3[nH]c2=O)OCO4)c2nnnn2C(C)(C)CC)CC1 (centres undefined)
    -0.9	-1	-2.5	4	nt	-2	3	0	-6	-1
> CCN(CC)S(=O)(=O)c1ccc2oc(C(=O)N3CCOCC3)c(C)c2c1
    -1.6	26	-1.7	1	99	-3	4	-1	0	0
> O=C(O)CCNS(=O)(=O)c1ccc2c(c1)CCCC2
    -0.2	-22	-2.1	7	125	-3	1	4	-5	-3
> CCOC(=O)c1cnn(-c2nc(-c3ccccc3)cs2)c1C(F)(F)F
    3.2	47	-0.9	-13	107	1	1	nt	-1	-18
> Cc1ccc(C)c(N2CCN(C(=O)C3CCCCN3S(=O)(=O)c3ccc(F)cc3)CC2)c1 (centres undefined)
    0.5	6	0.1	1	104	-2	3	-2	-3	-9
> O=C(NCCc1nc2ccccc2[nH]1)c1ccco1
    -0.3	-8	-2.5	-2	100	0	-3	3	-1	1
> Cc1cc(N/N=C/c2ccc(O)c(C)c2O)nc(-c2ccccc2O)n1
    -2.4	8	-4.6	-6	129	-2	-5	-3	4	4
> NNC(=S)Nc1ccccc1Cl
    2.0	16	-1.1	-8	105	4	-6	nt	-4	-9
> CC(=O)c1cn(CCOc2ccccc2C)c2ccccc12
    -3.5	0	nt	-3	98	0	-4	-5	-3	-3
> COc1ccc(F)cc1CN1CCN(C(=O)CCC(=O)Nc2nnc(C3CCCCC3)s2)CC1
    -1.6	-5	-2.0	8	nt	-2	-8	-1	-3	0
> Cc1ccc(CNC(=O)/C=C/c2cccs2)cc1
    1.7	0	-0.1	-1	nt	1	7	-2	4	-8
> COc1cc2c(cc1OC)C(c1ccc([N+](=O)[O-])cc1)NCC2 (centres undefined)
    5.3	4	-1.4	5	119	-2	2	-7	-3	-2
> Cc1[nH]c2ccccc2c1C1(O)C(=O)N(Cc2ccc3c(c2)OCO3)c2ccccc21 (centres undefined)
    -0.6	1	1.3	1	95	2	-3	-3	-4	-1
> COc1ccc(Cn2c(=O)[nH]c3cc(C(=O)NCCCN4CCCC4)ccc3c2=O)cc1
    -0.1	8	-1.8	3	106	-5	1	-1	0	1
> CCn1c(SCC(=O)NC(=O)NC(C)(C)C)nc2ccccc21
    3.1	37	-0.7	-1	97	-4	0	2	-3	2
> O=C(CSc1n[nH]c(-c2cccs2)n1)N1CCCCC1
    1.4	-16	-2.8	-1	94	4	-25	nt	-3	1
> Cc1ccc(COc2ccc(Br)cc2/C=N/O)cc1
    2.4	4	-2.3	9	nt	2	4	-1	-1	-22
> CC(C)CN(C(=O)CN1CCN(c2ccccc2O)CC1)c1c(N)n(CC(C)C)c(=O)[nH]c1=O
    1.3	15	-2.0	1	102	2	3	0	-4	1
> COc1ccc2nc(SCCN(C)C)[nH]c2c1
    -1.1	12	-2.7	2	101	-1	-8	-2	2	0
> COc1ccccc1C1CC(c2ccc(NS(C)(=O)=O)cc2)=NN1C(=O)c1ccccc1 (centres undefined)
    -0.6	9	-4.1	-1	101	-1	-106	-5	4	0
> O=C(NC[C@@H]1CC[C@@H](Cc2ccc(-c3ccccc3)cc2)O1)Nc1ccc(Br)cc1
    -1.2	-10	0.4	nt	102	0	-6	0	2	-6
> CCOc1ccc(CCNC(=O)COC(=O)Cn2cnc3ccccc3c2=O)cc1OCC
    -0.4	-8	-0.2	-3	99	0	-4	nt	4	-3
> Cc1ccc(/C=N\NC(=O)CCc2n[nH]c(=O)[nH]c2=O)o1
    0.7	5	-1.9	2	100	-1	-1	-1	-6	0
> CS(=O)(=O)N(CC(=O)NCc1ccco1)Cc1ccc(Cl)cc1
    -1.9	20	0.6	nt	98	-1	1	2	-2	3
> CCOc1cc(/C=N/Nc2nc(=O)[nH]nc2C)ccc1O
    -0.4	47	0.1	2	98	1	-5	-3	1	-2
> NC(=O)c1ccc(NC(=O)COC(=O)CNC(=O)c2sc3ccccc3c2Cl)cc1
    -0.8	-39	-3.0	-8	107	4	-1	nt	-1	2
> CCN1C(=O)[C@H]2[C@H]3CN=C(SCc4ccccc4)N3[C@@](C)(C(=O)OC)[C@H]2C1=O
    -0.1	1	-0.1	nt	99	0	-3	-3	1	0
> CCOC(=O)c1cccc(NC(=O)CCc2nc(-c3ccccc3F)no2)c1
    1.1	-3	-1.0	-8	nt	17	-4	2	0	-3
> COc1ccc(CN(C)C(=O)CCc2ccc(S(=O)(=O)N3CCCCCC3)cc2)c(OC)c1
    0.4	10	-1.9	0	101	-4	-10	-3	0	-10
> CC(=O)Nc1cccc(NC(=O)CSc2nnc3ccc(-c4ccncc4)nn23)c1
    1.0	-1	-1.9	2	107	2	-12	-6	-8	0
> Cc1ccc([N+](=O)[O-])c(OCCn2cnc3ccccc32)c1
    -1.2	-1	-0.8	0	113	-1	0	-5	-2	-1
> Cc1ccc(N2C(=O)CN(Cc3sccc3C)C2=S)cc1C
    2.5	-1	0.1	2	97	1	-6	-3	-3	-13
> O=C(O)C[C@]1(C(=O)Nc2ccc(F)cc2)CC(/C=C/c2ccccc2)=NO1
    1.3	-16	-2.2	1	95	4	-14	-3	0	0
> Cc1ccc(C)c(C(=O)COC(=O)c2ccc(C)c(S(=O)(=O)N3CCOCC3)c2)c1
    -0.3	22	-0.4	-3	97	-7	-7	nt	3	-3
> O=C(CCc1nc2ccccc2[nH]1)Nc1ccccc1
    0.8	4	-0.2	-1	101	-1	-6	nt	-4	-3
> O=[N+]([O-])c1ccc(Nc2c3ccccc3nc3ccccc23)cc1
    2.3	17	-0.5	1	98	-2	-4	1	-3	27
> CC(=O)NC(CC(=O)OCC(=O)c1c(N)n(C)c(=O)n(C)c1=O)c1ccccc1 (centres undefined)
    -0.8	1	nt	0	96	11*	-20	7	-2	0
> CC[C@H](C)[C@H](NC(N)=O)C(=O)NNC(=O)c1ccc(COc2cccc3cccnc23)cc1
    -1.7	-6	-2.3	nt	104	0	-2	-3	1	-2
> COC(=O)COc1ccc(S(=O)(=O)NCc2ccco2)cc1
    1.0	3	-0.4	0	103	0	-2	0	-2	2
> CCO/N=C(\N)c1[nH]ncc1Br
    -0.1	-22	0.0	0	nt	0	-2	-3	-5	0
> Cc1cc(NC(=O)CSc2nccn2C)no1
    0.2	-8	-3.3	-2	103	2	0	-4	-8	-2
> Cc1ccc(Cl)cc1N1CCN(Cc2nc3c(c(=O)[nH]c(=O)n3C)n2Cc2ccccc2F)CC1
    -0.9	-3	-0.4	nt	99	-1	-8	nt	-4	0
> COc1ccc(NC(=O)C(=O)NCC(c2ccco2)N2CCc3ccccc3C2)cc1OC (centres undefined)
    -0.6	-10	-0.3	3	115	1	-17	-3	-1	2
> CNc1nc2sc3c(c2c(=O)n1C)CC(C)(C)SC3
    1.6	-2	0.1	1	103	-2	-14	-1	-4	1
> CC(C)Cn1c2c(c(=O)[nH]c1=O)C(NS(=O)(=O)c1ccc(Cl)cc1)(C(F)(F)F)C(=O)N2 (centres undefined)
    -1.2	11	0.5	-3	88	1	-5	6	-1	0
> Cc1ccc(C)c(S(=O)(=O)NNC(=O)c2sc(NS(=O)(=O)c3ccccc3)nc2C)c1
    0.5	10	-2.1	0	106	-1	0	-1	1	0
> Oc1ccc(Br)cc1CNc1ccccn1
    0.4	7	-2.2	-1	97	2	-6	-5	-6	-3
> CCCCn1c(Nc2ccccc2)nc2ccccc21
    1.9	4	-0.5	24	105	-4	3	-3	0	0
> NC(=O)c1ccccc1NC(=O)CCN1C(=O)c2ccccc2C1=O
    -0.7	-9	-4.0	1	105	1	-1	-2	3	2
> CCC(C)c1ccc(NC(=O)COC(=O)C2=COCCO2)cc1 (centres undefined)
    0.3	1	-2.0	2	100	2	-14	1	-2	-3
> Cc1cc(NS(=O)(=O)c2ccc(NC(=O)Nc3ccccc3)cc2)no1
    -0.1	31	-9.2	0	101	-5	4	-2	-5	2
> Oc1ccccc1CNCCCNCc1ccccc1O
    -0.1	0	0.3	1	nt	1	-5	8	-1	0
> Cc1cccc(NC(=O)CN2NS(=O)(=O)c3ccccc3C2=O)c1
    -1.2	3	0.7	-5	101	-1	1	1	-3	0
> CCCn1c(SCC(=O)NCCc2ccccc2)nnc1C(C)C
    -1.3	13	-1.4	-1	84	-2	7	1	0	0
> CON(C)S(=O)(=O)c1cccc(C(=O)Oc2ccc(N(C)S(=O)(=O)c3ccccc3)cc2)c1
    0.6	-7	0.1	nt	114	-2	-28	-3	-3	-3
> CCOC(=O)C1=C(N)Oc2ccc3ccccc3c2C1c1ccc(O)cc1 (centres undefined)
    0.0	6	-0.3	0	120	-1	-11	1	-4	-3
> Cc1nn(-c2ccccc2)c(Cl)c1/C=N/NC(N)=O
    -0.6	7	0.5	1	96	-2	-1	-2	1	2

# A few values from the entries so far:
# NSD2 inh, Cc1ccc(C)c(N2CCN(C(=O)C3CCCCN3S(=O)(=O)c3ccc(F)cc3)CC2)c1 (centres undefined) = 1
# Cardiac RTF inh, CCC(C)c1ccc(NC(=O)COC(=O)C2=COCCO2)cc1 (centres undefined) = -14

# More compounds
# Each structure is followed by: C-LANA FP	Arr AP2 block	CAL PDZ FP-1	NSD2 inh	DSG3 Ab inh	V-ATPase pH	Cardiac RTF inh	CAL PDZ FP-2	Keap1-Nrf2 PPI	DAGLB inhibitor
> S=c1[nH]nc(-c2ccncc2)n1CC1CCCO1 (centres undefined)
    0.0	3	0.1	19	110	2	-2	-2	-6	-6
> COc1ccc(/C=C2\C(=N)N3N=C(CC(=O)N4CCCCC4)SC3=NC2=O)cc1
    5.1	-5	-2.4	2	nt	6	-1	-4	-4	1
> CC(C)(C)NC(=O)C(c1ccc(Cl)cc1)N(CCO)C(=O)c1snc(C(N)=O)c1N (centres undefined)
    -0.6	-5	-1.4	-1	95	1	-3	-5	-3	-1
> COc1ccc(CNc2nc3c(c(=O)[nH]c(=O)n3C)n2CCCc2ccccc2)cc1
    -0.5	5	0.3	nt	106	4	-9	-7	-10	7
> Cc1nc2ccc(S(=O)(=O)NCC(=O)N3CCc4ccccc4C3)cc2s1
    1.2	-9	-0.7	-2	nt	-1	-2	-2	0	-2
> CSc1nnc(-c2sc3cc(C(F)(F)F)cnc3c2-c2cccnc2)n1C
    -3.2	21	0.2	1	nt	-5	-11	-4	-1	0
